LMPTP inh: blocks human LMPTP phosphatase. AID 651560. inhibition, % at 20 µM. P24666. 0.22% of 360,000 active. recombinant LMPTP-A, OMFP fluorogenic substrate, fluorescence intensity;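 active means compounds that cut the enzyme signal by at least half of the control window in the single-dose screen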;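 further: plate controls were DMSO wells with enzyme plus substrate for no effect and substrate without enzyme for full effect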
Target sequence (P24666 whole entry, looked up): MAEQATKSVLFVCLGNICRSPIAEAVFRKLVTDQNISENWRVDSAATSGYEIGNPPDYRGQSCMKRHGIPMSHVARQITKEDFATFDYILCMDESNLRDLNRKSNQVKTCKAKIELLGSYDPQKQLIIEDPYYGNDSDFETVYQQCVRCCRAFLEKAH
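Test system: LMPTP-A phosphatase enzyme; input: 0.625 nM LMPTP-A final; reagent: OMFP substrate, 400 µM final; compound dosing: 20 µM single dose, 3% DMSO; incubation: 50 min dark incubation at room temperature; measured by: endpoint fluorescence intensity from OMFP dephosphorylation; measure: % inhibition relative to no-enzyme and uninhibited control wells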
Scp1 inh: Scp-1 (human) phosphatase inhibition; Recombinant Scp1, phosphopeptide, malachite green phosphate absorbance; Q9GZU7; inhibition, % at 20 µM; 0.88% of 340,000 active;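 active means inhibition above about 50% at 20 µM, limit read from the data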;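 further: plate controls were DMSO wells with enzyme for no effect and wells lacking enzyme for full effect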
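Test system: SCP-1 phosphatase catalytic domain, residues 76-261 | Compound dosing: One concentration, 20 µM, with 1.0% DMSO | Schedule: 45 min room-temperature reaction, 5 min colour, 30 min stabiliser | Detection: Absorbance at 630 nm | Read-out basis: % inhibition of SCP-1 phosphate liberation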
Tb MetRS inh: blocks T. brucei methionyl-tRNA synthetase activity; purified T. brucei MetRS, ATP depletion, Kinase-Glo luminescence; inhibition, % at 11.9 µM; 0.4% of 360,000 active;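 active means inhibition above a per-plate cutoff of the control wells' mean inhibition plus 3 SD, cut at about 5.5% in these data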;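 further: 0% = DMSO wells median and 100% = median of wells with control inhibitor compound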
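Material – parasite MetRS enzyme · Medium – HEPES-MgCl2-KCl buffer plus DTT, spermine, BSA, pyrophosphatase · Reagent – ATP, methionine and E. coli bulk tRNA substrates · Times – 15 min enzyme-compound preincubation, 2 h reaction, 10 min detection, 25 °C · Measured by – luminescence of leftover ATP · Evaluation – percent inhibition relative to median high and low control wells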
STEP inh: STEP (human) phosphatase inhibition; AID 588621; inhibition, % at 20 µM; 0.25% of 360,000 active; recombinant STEP, OMFP fluorogenic substrate, fluorescence;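 active means inhibition at 20 µM, scaled per plate between control wells, above about 37%, limit read from the data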;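 further: 0% = DMSO with enzyme and substrate and 100% = substrate only without enzyme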
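Assay system: isolated STEP enzyme. Buffer or medium: pH 6.0 Bis-Tris with DTT and Tween 20. Also added: fluorogenic phosphatase substrate OMFP at 25 µM final. Dosing: 20 µM, 1% DMSO. Timing: 20 min reaction, room temperature, in the dark. Measured by: fluorescence intensity, excitation 480 nm, emission 540 nm. Evaluation: normalized % inhibition.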
DNMT1 block: blocks human DNA methyltransferase DNMT1; P26358; DNMT1 molecular beacon, Hinp1I cleavage, fluorescence; inhibition (reported as % activation of signal), % at 10 µM; 0.83% of 360,000 active; AID 588458; in the data active means inhibition above about 50%
NadD inh: inhibitors of Staphylococcus aureus NadD. inhibition, % at 20 µM. purified NadD enzyme, colorimetric absorbance read-out. AID 602399. 0.78% of 360,000 active; in the data active means inhibition above about 26%; further: some compounds past the cut are filed as inactive
SUMO1 PPI mod: modulators of human SUMO1-mediated protein-protein interactions; SUMO1 binding to a labelled peptide, TR-FRET, 1 h; inhibition, % at 20 µM; 0.33% of 360,000 active; in the data active means inhibition above about 37%
SKN-1 block: inhibitors of C. elegans SKN-1 | C. elegans VP596 Pgst-4::GFP/RFP ratio, acrylamide-induced, 24 h | inhibition, % at 21.8 µM | 0.49% of 360,000 active | AID 624304;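 active means interference check ratio from 0.5 to 1.5 plus GFP to RFP signal ratio inhibition reaching or exceeding a fixed threshold, cut at about 30% in these data, passing the limit was not always enough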; further: some compounds called inactive have numbers as strong as hits
NRP1-CendR mod: modulators of CendR peptide binding to human neuropilin-1; 0.85% of 360,000 active; inhibition, % at 25 µM; O14786; FAM-RPARPAR peptide binding to NRP-1, fluorescence polarization;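 active means inhibition or corrected inhibition above about 18%, plus a signal ratio from 0.5 to 1.5, limit read from the data, passing the limit was not always enough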; further: strong numbers were not always called active
Target sequence (O14786 whole entry, looked up): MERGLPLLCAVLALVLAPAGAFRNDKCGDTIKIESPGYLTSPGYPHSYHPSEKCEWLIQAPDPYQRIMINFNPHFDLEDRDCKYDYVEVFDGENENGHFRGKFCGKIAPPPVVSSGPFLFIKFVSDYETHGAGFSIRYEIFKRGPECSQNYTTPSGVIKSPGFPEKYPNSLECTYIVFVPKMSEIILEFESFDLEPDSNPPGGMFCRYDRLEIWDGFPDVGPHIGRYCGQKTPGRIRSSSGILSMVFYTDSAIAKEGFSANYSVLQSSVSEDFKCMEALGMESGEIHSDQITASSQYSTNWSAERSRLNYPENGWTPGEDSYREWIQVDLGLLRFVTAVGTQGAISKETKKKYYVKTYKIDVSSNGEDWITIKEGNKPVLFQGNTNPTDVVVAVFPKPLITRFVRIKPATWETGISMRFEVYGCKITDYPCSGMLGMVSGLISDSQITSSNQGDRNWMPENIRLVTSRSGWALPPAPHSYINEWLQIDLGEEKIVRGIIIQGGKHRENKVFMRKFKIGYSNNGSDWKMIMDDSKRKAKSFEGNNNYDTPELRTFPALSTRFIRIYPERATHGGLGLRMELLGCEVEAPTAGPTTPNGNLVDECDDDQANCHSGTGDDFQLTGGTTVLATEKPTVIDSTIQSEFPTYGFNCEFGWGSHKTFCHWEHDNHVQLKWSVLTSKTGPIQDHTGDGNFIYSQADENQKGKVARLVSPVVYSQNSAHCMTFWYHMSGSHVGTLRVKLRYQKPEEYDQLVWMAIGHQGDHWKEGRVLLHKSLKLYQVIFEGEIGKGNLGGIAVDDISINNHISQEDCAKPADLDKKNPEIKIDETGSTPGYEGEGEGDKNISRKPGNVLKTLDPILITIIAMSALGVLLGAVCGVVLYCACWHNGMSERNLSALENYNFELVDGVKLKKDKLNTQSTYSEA
Neddyl block: cullin neddylation inhibition | P61081+Q13564 | TR-FRET cullin neddylation, biochemical | 0.58% of 360,000 active | calls only at 25 µM; in the data active means inhibition above about 36%
The depositor's hits bear a star; i = inactive; x = not tested or not shown; + = active, no number; & = joins results of further samples.

SMILES | LMPTP inh | Scp1 inh | Tb MetRS inh | STEP inh | DNMT1 block | NadD inh | SUMO1 PPI mod | SKN-1 block | NRP1-CendR mod | Neddyl block
O=C(NC1CCCCC1)c1cc(-c2ccccn2)nc2ccccc12 | 1.3 | -3 | -1.1 | -2 | 1 | -2 | 7 | 1 | 2 | i
O=C(CSc1nnc(COc2ccccc2)o1)N1CCCC1 | -1.2 | -4 | 0.2 | 2 | 0 | 1 | 3 | -7 | 15 | i
CCOCCCNC(=O)C(NC(=O)c1ccccc1O)c1ccccc1 (centres undefined) | -0.4 | 5 | -0.1 | 1 | -3 | -6 | -5 | 11 | 1 | +
COc1ccc(CN(C(=O)CNC(=O)c2ccco2)C(C(=O)NCC2CCCO2)c2ccccc2)cc1 (centres undefined) | -1.1 | 7 | -1.1 | 1 | 1 | 2 | -2 | 9 | 10 | i
C/C(=N\Nc1ccc(C(=O)O)cc1)c1ccc(S(=O)(=O)NCc2ccco2)cc1 | 0.9 | -9 | -0.6 | -1 | 0 | -2 | -16 | 5 | 4 | i
O=C(CSc1nc2cc([N+](=O)[O-])ccc2n1-c1ccccc1)NCc1ccc2c(c1)OCO2 | 18 | -3 | -0.1 | 2 | -4 | 1 | -2 | 4 | -5 | i
O=C(NCc1ccc(Cl)cc1)Nc1ccc(F)cc1 | -0.6 | -8 | 0.0 | 0 | 2 | -4 | 0 | 7 | -4 | i
Cc1cc(NC(=O)CN2CCN(C/C=C/c3ccccc3)CC2)c([N+](=O)[O-])cc1C | 4.6 | -6 | 0.2 | -1 | 12 | -8 | -5 | -9 | 3 | i
O=[N+]([O-])c1ccccc1NC1CCN(Cc2ccccc2)CC1 | 4.9 | -11 | 2.8 | -2 | 3 | -6 | -37 | 6 | 0 | i
Cc1noc(C)c1C(=O)OCC(=O)NC(=O)NC12CC3CC(CC(C3)C1)C2 | -1.4 | -6 | 0.3 | 1 | -4 | 3 | -2 | 2 | 1 | i

Ordered by the number under NRP1-CendR mod (smallest number first): some entries from above
SMILES,LMPTP inh,Scp1 inh,Tb MetRS inh,DNMT1 block,NadD inh,SUMO1 PPI mod,SKN-1 block,NRP1-CendR mod,Neddyl block
O=C(CSc1nc2cc([N+](=O)[O-])ccc2n1-c1ccccc1)NCc1ccc2c(c1)OCO2,18,-3,-0.1,-4,1,-2,4,-5,i
Cc1cc(NC(=O)CN2CCN(C/C=C/c3ccccc3)CC2)c([N+](=O)[O-])cc1C,4.6,-6,0.2,12,-8,-5,-9,3,i
COc1ccc(CN(C(=O)CNC(=O)c2ccco2)C(C(=O)NCC2CCCO2)c2ccccc2)cc1 (centres undefined),-1.1,7,-1.1,1,2,-2,9,10,i

New compounds follow.
SMILES | LMPTP inh | Scp1 inh | Tb MetRS inh | STEP inh | DNMT1 block | NadD inh | SUMO1 PPI mod | SKN-1 block | NRP1-CendR mod | Neddyl block
CCOC(=O)c1nn(-c2ccc3c(c2)OCO3)cc1O | -2.4 | -4 | 0.1 | 4 | -1 | -2 | -3 | -7 | 2 | x
CS(=O)(=O)N1CCc2cc(C(=O)N3CCOCC3)ccc21 | -1.1 | 2 | -0.3 | 2 | -2 | -2 | -2 | 2 | -3 | i
COc1ccc(OC(=O)/C=C/c2ccc([N+](=O)[O-])cc2)cc1 | -1.8 | -16 | 1.0 | 6 | 5 | -1 | -10 | -4 | 8 | i
CCN(CC)c1ccc(CNC23CN4CN(CN(C4)C2)C3)cc1 | -3.7 | 6 | -1.0 | -1 | -4 | 7 | -3 | 2 | 10 | i
Cc1nn(-c2ccccc2)nc1-c1nnc(-c2ccc(C(F)(F)F)cc2)o1 | -2.3 | -9 | 0.1 | -1 | -1 | -6 | -2 | -11 | -5 | i
C[N+](C)(C)CCCCCC[N+](C)(C)C | -4.0 | -1 | -0.9 | 2 | 3 | 4 | -1 | -7 | -2 | i
O=C(CCN1CCN(c2ccccc2)CC1)NNC(=O)Cc1ccccc1Cl | -2.4 | -6 | -0.3 | 1 | -1 | -6 | -1 | 4 | 37* | i
O=C(Nc1ccccc1)c1ccc2ccccc2n1 | 0.7 | -3 | -0.3 | 5 | 1 | 9 | -8 | 32 | -7 | i
COc1cc2c(C(=O)O)c(C)n(CC(C)C)c2c2ccccc12 | 1.6 | -2 | -0.6 | 7 | -1 | -6 | 0 | 3 | 7 | x
COc1ccc(OC)c(NC(=O)CSc2nnc(-c3ccncc3)s2)c1 | 0.0 | -7 | -0.2 | -1 | 1 | 1 | 3 | 14 | 6 | i

Entries listed so far shown as hits in Neddyl block.
Structure | LMPTP inh | Scp1 inh | Tb MetRS inh | DNMT1 block | NadD inh | SUMO1 PPI mod | SKN-1 block | NRP1-CendR mod | Neddyl block
CCOCCCNC(=O)C(NC(=O)c1ccccc1O)c1ccccc1 (centres undefined) | -0.4 | 5 | -0.1 | -3 | -6 | -5 | 11 | 1 | +

Record cards, from the list above. Order of screens: LMPTP inh, Scp1 inh, Tb MetRS inh, STEP inh, DNMT1 block, NadD inh, SUMO1 PPI mod, SKN-1 block, NRP1-CendR mod, Neddyl block
Results for `CS(=O)(=O)N1CCc2cc(C(=O)N3CCOCC3)ccc21` → -1.1, 2, -0.3, 2, -2, -2, -2, 2, -3, i
Results for `O=C(Nc1ccccc1)c1ccc2ccccc2n1` → 0.7, -3, -0.3, 5, 1, 9, -8, 32, -7, i

More records
SMILES | LMPTP inh | Scp1 inh | Tb MetRS inh | STEP inh | DNMT1 block | NadD inh | SUMO1 PPI mod | SKN-1 block | NRP1-CendR mod | Neddyl block
CCCCNC(=O)Cn1nnc(-c2ccccc2)c1COc1ccc(C(C)=O)cc1 | -0.1 | x | 0.3 | -1 | 7 | -2 | 4 | -11 | -2 | i
CCc1ccc2oc(-c3ccc(OC)cc3)cc(=Nc3cccc(C(=O)O)c3)c2c1 | 2.9 | 5 | 0.3 | 2 | -4 | 24 | -11 | 14 | -9 | +
CC(C)(C)CNC(=O)C1(C)CCN1C(=O)Cc1ccc(C(C)(C)C)cc1 (centres undefined) | -0.7 | x | 0.2 | 1 | 8 | -3 | 4 | -1 | 33* | i
Cc1cnc(C(=O)NC(Cc2ccccc2)c2ccccc2)cn1 (centres undefined) | 0.8 | -1 | -0.4 | 3 | -1 | -3 | 0 | 14 | 7 | i
CCOc1cc(N2CCOCC2)c(OCC)cc1NC(=O)CN1CCc2ccccc2C1 | -2.8 | 4 | 1.3 | 4 | -3 | -1 | -3 | 0 | 18 | i
COc1ccccc1C(=O)N1CCN(S(=O)(=O)c2ccccc2)CC1 | -1.7 | -6 | -0.6 | 0 | 3 | 4 | 0 | -7 | 8 | i
O=C(Nc1cccc(Cl)c1)N1CCCCCC1 | 0.2 | 0 | 0.1 | 1 | 50 | -5 | 1 | 9 | 2 | i
O=C1/C(=C/c2cccs2)Cc2ccccc21 | -3.7 | -10 | 0.1 | 2 | 3 | -4 | -16 | 16 | 1 | i
O=S(=O)(Nc1cccc(Oc2ccc(Cl)cc2)n1)c1ccc(F)cc1 | 2.1 | -17 | -1.1 | -1 | 1 | -7 | 4 | -8 | 0 | i
CCOC(=O)C1(Cc2ccc(OC)cc2)CCN(C(=O)CN2CCN(CC)CC2)CC1 | -0.3 | 2 | -0.3 | 1 | 0 | -2 | 1 | 5 | 6 | i
O=C(NCCc1ccco1)c1nn(Cc2ccccc2)c(=O)c2ccccc12 | 0.7 | 25 | 0.1 | 0 | 14 | -8 | 4 | 5 | 0 | i
O=C(c1ccccc1Br)N1CCN(c2ccccc2)CC1 | -1.1 | -7 | 0.6 | -2 | 1 | -3 | -1 | 11 | 0 | i
C[C@H](NC(=O)[C@@H]1CCCN1C(=O)[C@@H]1CCCN1C(=O)c1cccc2ccccc12)c1ccccc1 | 0.3 | x | 0.5 | x | x | 4 | 8 | 4 | 0 | i
O=c1oc2ccccc2c(N2CCCCC2)c1CN1CCCCC1 | 0.2 | -4 | -0.5 | 2 | -1 | -2 | 7 | -22 | 2 | i
CC(C)NC(=O)NS(=O)(=O)c1cnccc1N1CCCCC1 | -1.2 | 0 | -0.7 | -3 | 1 | 3 | 3 | 6 | -10 | i
O=C(CCC(=O)c1cccs1)OCc1nc2ccccc2s1 | -1.1 | -6 | -0.1 | 0 | -2 | -2 | 0 | 14 | -33 | i
CS(=O)(=O)N1CCN(C(=O)c2cc(-c3cccs3)nc3ccccc23)CC1 | 0.4 | 1 | -1.8 | 0 | -1 | 1 | 1 | -15 | -14 | x
O=C(NCc1ccccc1F)C1CCCN(S(=O)(=O)N2CCOCC2)C1 (centres undefined) | -1.3 | -1 | -0.3 | -1 | 2 | 1 | -8 | 16 | 9 | i
O=C(c1cccs1)N1CCN(C(=O)c2cn(-c3ccccc3)nc2-c2ccccc2)CC1 | 0.9 | -12 | -0.1 | 0 | -4 | 2 | 6 | -10 | 10 | i
COc1ccc(NC(=S)N(CCN2CCOCC2)Cc2ccccc2F)cc1 | -2.2 | -2 | -0.6 | 4 | 1 | -5 | -1 | -7 | 24* | i
COc1ccccc1C(=O)n1nc(-c2cccnc2)nc1N | 0.0 | -9 | -0.6 | 1 | -5 | -4 | 0 | -7 | -4 | i
COc1cc2c(cc1OC)C1=C(C#N)CCC(=NC(=O)c3ccc(Cl)cc3)N1CC2 | 1.2 | 6 | -0.4 | 1 | 0 | -7 | -7 | 2 | -9 | i
Cc1ccc(-c2cc(-c3n[nH]c(=S)o3)c3ccccc3n2)cc1 | 0.6 | 11 | -0.9 | -2 | 2 | 15 | 0 | 8 | -3 | +
CCCOCC1CC2(CC(C)(c3csc(N)n3)OC2=O)C(=O)O1 (centres undefined) | -1.0 | -7 | -1.0 | 3 | 4 | -8 | 1 | -28 | 11 | i
c1ccc2c(c1)ncn2-c1ncnc2sc3c(c12)CCCC3 | -0.8 | -2 | 0.1 | 9 | 4 | 3 | 2 | 3 | -3 | i
CC(=O)Nc1cncc(-c2cccc(C(=O)NC3CC3)c2)n1 | -2.9 | x | 0.4 | -4 | 5 | 0 | -1 | 4 | 0 | i
O=C(c1cccs1)N(Cc1ccco1)c1nc(-c2ccc(F)cc2)cs1 | 4.8 | -13 | 0.7 | 6 | -5 | -8 | 1 | 1 | -10 | i
Cc1cc(=O)[nH]c(/N=C(\N)Nc2ccc3c(c2)OCCO3)n1 | 0.0 | -1 | 0.3 | -1 | 0 | -4 | 2 | -8 | 1 | i
CC(=O)Nc1cc(-c2cccc(F)c2)cn2c(-c3ccc(S(C)(=O)=O)cc3)cnc12 | 0.6 | x | 0.6 | 0 | -8 | -5 | -23 | -3 | -15 | x
COc1ccc(CCNC(=S)NCCc2ccc(OC)c(OC)c2)cc1OC | -0.6&-1.2 | -17 | 0.0&-0.1 | 4&2 | 0&-1 | -2&5 | 1&-3 | -3&14 | -1&1 | i
COc1ccc(-c2nnc(-c3ccccc3)o2)cc1OC | 2.4 | -2 | -0.6 | -2 | 0 | -6 | 0 | 2 | 11 | x

High-throughput results (PubChem)
